Screening data from PubChem BioAssay.
PTPN22 act – LYP phosphatase activators, primary screen, biochemical, DiFMUP fluorescence, 2 µM. Tyrosine-protein phosphatase non-receptor type 22 (Homo sapiens), Q9Y2R2. recombinant LYP; 0 = plate median, 100 = signal doubled. activation, % at 2 µM. 0.11% of 96,000 active. AID 697, 2007;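 active = activation at 2 µM above a set limit, the mean plus 5 SD, cut at about 37% in these data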
Target sequence (Q9Y2R2 whole entry, looked up): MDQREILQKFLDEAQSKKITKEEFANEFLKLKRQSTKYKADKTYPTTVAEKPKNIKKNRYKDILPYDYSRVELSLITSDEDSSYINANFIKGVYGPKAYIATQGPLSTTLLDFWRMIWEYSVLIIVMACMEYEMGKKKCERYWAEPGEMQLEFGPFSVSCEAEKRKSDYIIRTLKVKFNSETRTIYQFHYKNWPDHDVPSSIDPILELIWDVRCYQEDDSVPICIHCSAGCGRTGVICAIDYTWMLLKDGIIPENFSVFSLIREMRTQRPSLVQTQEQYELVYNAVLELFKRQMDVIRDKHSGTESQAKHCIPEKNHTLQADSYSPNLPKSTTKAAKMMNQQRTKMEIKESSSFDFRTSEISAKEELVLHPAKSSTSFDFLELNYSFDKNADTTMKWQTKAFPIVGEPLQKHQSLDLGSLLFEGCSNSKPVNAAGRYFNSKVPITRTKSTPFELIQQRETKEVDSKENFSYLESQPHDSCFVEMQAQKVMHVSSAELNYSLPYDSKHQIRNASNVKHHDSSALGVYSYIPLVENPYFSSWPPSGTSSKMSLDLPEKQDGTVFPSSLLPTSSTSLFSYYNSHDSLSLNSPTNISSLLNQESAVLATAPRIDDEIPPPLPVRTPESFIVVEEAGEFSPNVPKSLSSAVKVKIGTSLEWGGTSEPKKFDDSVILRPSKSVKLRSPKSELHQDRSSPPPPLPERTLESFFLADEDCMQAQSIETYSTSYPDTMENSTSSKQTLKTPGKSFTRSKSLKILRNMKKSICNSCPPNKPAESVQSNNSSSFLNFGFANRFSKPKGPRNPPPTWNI
S1P2 agonist – S1P2 receptor agonists, primary screen, cell-based | 0.46% of 97,000 active | Sphingosine 1-phosphate receptor 2 (Homo sapiens), O95136 | activation, % at 4.5 µM | S1P2-expressing cell line, agonist reporter read-out; in the data active = activation above about 16%;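 note: 0% = vehicle low control and 100% = maximal reference agonist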
PostGolgi ctrl – growth inhibition of yeast control strain, primary screen, counter-screen for post-Golgi transport modulator project | inhibition, % at 10 µM | efflux-deficient yeast background strain, growth absorbance A615, 16 h | 5% of 98,000 active; in the data active = inhibition above about 30%
Fibroblast inh – antiproliferative effect on LL 47 fibroblasts – human, LL 47 cells, CellTiter-Glo luminescence, primary screen; LL 47 human lung fibroblast viability, ATP luminescence; stronger effect = lower value; viability, % at 10 µM; 1.1% of 85,000 active; AID 719, 2007;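 active = viability at or below 50% in the single dose screen; inactive = viability above 50%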;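 note: compound exposure lasted 72 h before the ATP readout; 100% = median luminescence of untreated cell-only wells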
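Assay system: human lung fibroblast line LL 47, low passage. Input: 1,150 fibroblasts seeded per well. Times: overnight cell rest, 72 h compound treatment at 37 °C. Evaluation: % viability of median cell-only signal. Technique: luminescent ATP detection, CellTiter-Glo. Control set: cell-only wells, no compound.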
sEH activator – soluble epoxide hydrolase activators, primary screen, biochemical, human sEH | Bifunctional epoxide hydrolase 2 (Homo sapiens), P34913 | purified human sEH enzymatic activity, activator screen | activation, % at 2 µM | 0.04% of 91,000 active; in the data active = activation above about 37%; note: values of inactives mirror those of a sister screen read the other way
HUVEC prolif 384 – inhibitors of HUVEC proliferation, primary screen, cell-based, 384-well. AID 648, 2007. viability, % at 10 µM (by protocol). 1.1% of 86,000 active. CellTiter-Glo luminescence, 72 h; stronger effect = lower value;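 active = viability at or below 30%; inactive = viability above 30%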;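 note: 100% = median luminescence of DMSO-only cell control wells on each plate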
sEH inhibitor – soluble epoxide hydrolase inhibitors, primary screen, biochemical, human sEH; inhibition, % at 2 µM; 0.34% of 91,000 active; recombinant human sEH enzymatic activity assay; Bifunctional epoxide hydrolase 2 (Homo sapiens), P34913; in the data active = inhibition above about 80%; note: values of inactives mirror those of a sister screen read the other way; many of its hits are not listed in these tables
H69AR growth 86K – proliferation blockers of H69AR lung cancer cells, primary screen, cell-based, human, 86K library | H69AR lung tumor viability, ATP luminescence, 72 h; stronger effect = lower value | viability, % at 10 µM | 6% of 85,000 active;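 active = viability at or below 40%; inactive = viability above 40%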;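 note: multidrug resistant small cell line overexpressing MRP-1 efflux transporter; 100% = mean luminescence of untreated control wells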
S1P2 blocker – human S1P2 receptor antagonists, primary screen, cell-based; Sphingosine 1-phosphate receptor 2 (Homo sapiens), O95136; AID 736, 2007; 0.21% of 97,000 active; inhibition, % at 5 µM; cell-based S1P2 antagonist assay, inhibition at 5 uM; in the data active = inhibition above about 45%;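 note: CRE beta-lactamase reporter cells expressing human S1P2 stimulated with S1P; 0% = agonist at EC80 alone and 100% = agonist plus reference antagonist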
The depositor's hits bear a star; · = no result given. Some of the compounds tested. The share of hits here may be higher or lower than overall.

1	C=CCc1cccc2cc(C(=O)NCc3ccc(C(=O)OCC)o3)c(=O)oc12
2	O=C(Nc1cccc(F)c1)C1CCN(C(=O)c2ccccc2Cl)CC1
3	CSCCC(NS(=O)(=O)c1ccc2c(c1)oc(=O)n2C)C(=O)NC1CCC(C)CC1 (configuration not stated)
4	Nc1ccc(Oc2ccc(Cl)cc2)cc1
5	CCN(CC)S(=O)(=O)c1ccc2c(c1)nc(SCC(=O)N1CCCCCC1)n2-c1ccc(OC)cc1
6	COC(=O)c1cc(OC)c(OC)cc1NC(=O)CN1CCOCC1

Compound	1	2	3	4	5	6
PTPN22 act	-6	2	·	0	-11	2
S1P2 agonist	0	-3	·	-1	-5	1
PostGolgi ctrl	7	0	6	10	15	4
Fibroblast inh	103	100	91	98	·	96
sEH activator	0	-18	·	0	-1	-21
HUVEC prolif 384	94	104	100	76	·	76
sEH inhibitor	1	19	·	-3	2	20
H69AR growth 86K	85	88	93	62	·	92
S1P2 blocker	-31	-50	·	-13	-5	-24

7	Cc1cc(NC(=O)c2cccc(S(=O)(=O)N(C)C)c2)n(-c2ccccn2)n1
8	CC(C)[C@H](NC(=O)c1cccc(S(=O)(=O)N2CCCC2)c1)c1nc2ccccc2[nH]1
9	Nc1nc2ccccc2n1/N=C/c1ccc(Br)cc1
10	O=C(NCCc1ccccc1)c1ccc2nc(-c3ccco3)c(-c3ccco3)nc2c1
11	CC(=O)N1CCCc2cc(S(=O)(=O)CCC(=O)N3CCN(c4cccc(C)c4)C(C)C3)ccc21 (configuration not stated)
12	CSc1nc2nc(-c3ccccc3)cc(=O)n2[nH]1

Compound	7	8	9	10	11	12
PTPN22 act	2	-5	8	-3	3	-3
S1P2 agonist	12	-4	-3	-1	-4	-4
PostGolgi ctrl	14	-7	25	-13	2	20
Fibroblast inh	96	·	93	102	105	99
sEH activator	-7	-3	-8	-47	-2	2
HUVEC prolif 384	79	·	85	66	80	103
sEH inhibitor	9	7	9	46	0	-2
H69AR growth 86K	26*	·	81	86	91	82
S1P2 blocker	-41	8	8	-1	12	16

13	Cc1ccc(SCC(=O)NCC(C)C)cc1
14	Cc1cc2cc(C(c3nnnn3CC3CCCO3)N3CCCc4ccccc43)c(=O)[nH]c2cc1C (configuration not stated)
15	CC(=O)Nc1cccc(NC(=O)C2CCCN2C(=O)Nc2ccccc2C)c1 (configuration not stated)
16	COc1ccc(C(=O)Nc2cc(-c3nn4c(C)nnc4s3)ccc2C)cc1
17	Cn1c(-c2ccc(C=O)s2)nc2ccccc21
18	Clc1ccc(Cn2ncc3c(NCCN4CCOCC4)ncnc32)cc1

Compound	13	14	15	16	17	18
PTPN22 act	·	-14	0	6	-10	-1
S1P2 agonist	·	-11	-1	-18	-3	-5
PostGolgi ctrl	3	3	8	25	1	0
Fibroblast inh	104	99	111	95	101	113
sEH activator	·	-11	0	9	4	0
HUVEC prolif 384	96	79	94	84	94	100
sEH inhibitor	·	9	1	-10	-2	3
H69AR growth 86K	93	103	95	77	86	101
S1P2 blocker	·	12	9	-23	-15	9

19	O=C(Nc1ccc2c(c1)OCO2)c1cnn2c(C(F)(F)F)cc(-c3ccco3)nc12
20	C=CCOC(=O)Nc1ccc(Cl)cc1NC(=O)OCC=C
21	O=C(NCc1ccco1)c1cccn2c(=O)c3cc4ccccc4cc3nc12
22	CCN(CC)C(=O)CSc1nc2cc3c(cc2c(=O)n1Cc1ccc2c(c1)OCO2)OCO3
23	CCOc1ccc(S(=O)(=O)NCc2cccs2)cc1
24	Cc1c(C2OC(=O)C3(CCCCC3)C(=O)C2(C)C)c(=O)n(-c2ccccc2)n1C (configuration not stated)

Compound	19	20	21	22	23	24
PTPN22 act	-11	-3	-13	·	-1	2
S1P2 agonist	-6	-10	-5	·	-6	-9
PostGolgi ctrl	8	4	12	-6	10	-1
Fibroblast inh	53	101	87	88	99	101
sEH activator	20	-2	2	·	-1	19
HUVEC prolif 384	66	93	53	85	89	106
sEH inhibitor	-22	5	0	·	1	-17
H69AR growth 86K	27*	87	21*	98	87	101
S1P2 blocker	-19	-10	8	·	-4	17

25	O=C(Cc1ccc(-c2ccccc2)cc1)N1CCOCC1
26	CN1c2ccccc2C(C)(C)[C@]12C=Cc1cc(O)ccc1O2
27	Nn1c(-c2cccs2)nc2sc3c(c2c1=O)CCCC3
28	CC1CCCN(c2ccc(C(=O)NCCc3ccccc3)cn2)C1 (configuration not stated)
29	CCOC(=O)CC1C(=O)NCCN1S(=O)(=O)c1cc(Cl)c(Cl)cc1Cl (configuration not stated)
30	COc1cc(Cl)c(S(=O)(=O)NCc2cccnc2)cc1Cl

Compound	25	26	27	28	29	30
PTPN22 act	-5	11	-1	2	0	-1
S1P2 agonist	-1	-1	-1	-5	-3	-3
PostGolgi ctrl	8	14	24	2	6	28
Fibroblast inh	101	88	84	94	·	103
sEH activator	9	2	8	-23	2	·
HUVEC prolif 384	99	49	69	100	·	103
sEH inhibitor	-9	-2	-8	23	-2	·
H69AR growth 86K	106	8.6*	31*	64	·	78
S1P2 blocker	-5	-5	-7	-10	7	15

31	CCOc1cccc(C2C(C(=O)c3ccc(C)o3)=C(O)C(=O)N2c2nccs2)c1 (configuration not stated)
32	O=C(OCCN(CCOC(=O)c1ccncc1)S(=O)(=O)c1cccs1)c1ccncc1
33	Cc1nn(-c2ccc(Cl)cc2Cl)c(=O)c2ccccc12
34	O=C(c1cn(-c2ccccc2)nc1-c1ccc(F)cc1)N1CCOCC1
35	Cn1c2c(c(=O)n(C)c1=O)CN(CCN1CCNCC1)CN2
36	Cc1ccc2nc(-c3ccccc3)nc(SC(C)C(=O)NCc3cccs3)c2c1 (configuration not stated)

Compound	31	32	33	34	35	36
PTPN22 act	-3	-5	3	·	-2	6
S1P2 agonist	-6	-5	-8	·	-2	-1
PostGolgi ctrl	5	1	·	14	1	13
Fibroblast inh	93	105	88	100	97	·
sEH activator	-10	-14	-1	·	5	0
HUVEC prolif 384	88	95	102	87	106	·
sEH inhibitor	11	14	0	·	-5	1
H69AR growth 86K	79	91	90	94	103	·
S1P2 blocker	2	-1	-2	·	2	7

37	O=C(Nc1nc2c(s1)CCCC2)c1cc2n(n1)C(C(F)(F)F)CC(C1CC1)N2 (configuration not stated)
38	C=CCNc1nc(NCC)nc(N2CCOCC2)n1
39	O=C(Nc1ccc2snnc2c1)Nc1cccc2ccccc12
40	CCOC(=O)N1CCC(=NNS(=O)(=O)c2cccc([N+](=O)[O-])c2)CC1
41	CCOC(=O)/C=c1\s/c(=C\c2ccc3cc(OC)ccc3c2)c(=O)n1CC(=O)NCC1CCCO1 (configuration not stated)
42	CCN=c1sc(C(=O)OC)cc(=O)n1CC

Compound	37	38	39	40	41	42
PTPN22 act	-2	15	-4	-9	-10	0
S1P2 agonist	-4	-1	-2	-3	-3	-6
PostGolgi ctrl	13	9	49*	7	-1	13
Fibroblast inh	101	98	92	·	·	89
sEH activator	-7	4	-65	-8	2	-6
HUVEC prolif 384	102	100	60	·	·	88
sEH inhibitor	9	-3	65	9	-2	8
H69AR growth 86K	103	94	9.3*	·	·	52
S1P2 blocker	-4	7	-11	11	9	-22

43	O=C(CCc1ccc(S(=O)(=O)N2CCOCC2)cc1)Nc1cc(Cl)ccc1N1CCOCC1
44	Clc1cccc(-c2nc(-c3ccccn3)no2)c1
45	Nc1cc(OC(=O)c2ccccc2Br)nn1S(=O)(=O)c1ccccc1
46	CC(C)CCNC(=O)CC1C(=O)N(Cc2ccccc2)C(C)c2nc3ccccc3n21 (configuration not stated)
47	Cc1cccn2c(=O)c(/C=N/O)c(N3CCCCC3)nc12
48	CN(Cc1ccccc1)C(=O)Cn1c(=O)oc2cc(S(=O)(=O)N3CCCC3)ccc21

Compound	43	44	45	46	47	48
PTPN22 act	1	3	·	4	-6	-6
S1P2 agonist	-5	-5	·	-1	-8	-2
PostGolgi ctrl	34*	12	17	1	12	35*
Fibroblast inh	·	78	100	97	102	99
sEH activator	-2	11	·	1	-13	-2
HUVEC prolif 384	·	89	89	93	84	100
sEH inhibitor	2	-10	·	-2	12	1
H69AR growth 86K	·	67	101	102	77	92
S1P2 blocker	-6	-44	·	-10	1	23

49	CCOC(=O)c1ccc(NC(=O)CNC(=O)C23CC4CC(CC(C4)C2)C3)cc1
50	COc1ccc(NC(=O)CCN2CCC(C)CC2)cc1
51	N#Cc1nc(-c2cccs2)oc1N1CCN(c2ccccc2)CC1
52	CCCn1nc2cc(C(=O)NCc3ccc(OC(F)(F)F)cc3)ccc2c1OCC
53	Cc1cc(C)nc(N2N=C(C(C)(C)C)CC2=O)n1
54	CC(=O)NNC(=O)CCC(=O)Nc1ccccc1

Compound	49	50	51	52	53	54
PTPN22 act	0	2	-7	2	-7	-4
S1P2 agonist	-3	-1	-3	-3	-4	-5
PostGolgi ctrl	2	11	27	14	-7	21
Fibroblast inh	94	112	111	·	92	·
sEH activator	25	-4	-4	-1	-8	8
HUVEC prolif 384	103	95	108	·	100	·
sEH inhibitor	-25	2	8	-2	8	-7
H69AR growth 86K	108	87	89	·	95	·
S1P2 blocker	16	3	-23	-3	-8	-17

55	COc1cc(OC)cc(C(=O)NCCN2CCOCC2)c1
56	O=c1c2cc(Br)cc(Br)c2oc2nc3n(c(=O)c12)CCCS3
57	O=S(=O)(NC1=NCCCCCC1)c1cccs1
58	O=C(COc1ccc(Cl)cc1)Nc1ccc2oc(-c3ccncc3)nc2c1
59	CC1(C)CC(=O)c2sc(NC(=O)CCS(=O)(=O)c3ccccc3)nc2C1
60	O=C(NC1CCCc2ccccc21)c1ccccc1Br (configuration not stated)

Compound	55	56	57	58	59	60
PTPN22 act	1	4	1	0	11	-7
S1P2 agonist	-5	-3	-8	-6	0	-3
PostGolgi ctrl	-6	43*	-7	2	2	12
Fibroblast inh	97	96	97	104	50	·
sEH activator	9	-2	-13	-36	-2	-6
HUVEC prolif 384	90	95	89	104	78	·
sEH inhibitor	-4	1	14	34	0	6
H69AR growth 86K	103	86	104	84	1.1*	·
S1P2 blocker	4	-6	5	7	8	7

61	O=C(/C=C/c1ccccc1)N1CCC(Cc2ccccc2)CC1
62	COC(=O)c1cn(NC(=O)c2cc(OC)cc(OC)c2)c(=O)c2ccccc12
63	COc1cc2c(cc1OC)C(C)N(C(=O)Cn1ncc3c1-c1ccccc1OC3)CC2 (configuration not stated)
64	COc1ccc(NC(=O)N2CC(C)OC(C)C2)cc1OC (configuration not stated)
65	O=C(CN1C(=O)CSC1=O)Nc1ccc2c(c1)OCCO2

Compound	61	62	63	64	65
PTPN22 act	-16	-6	1	5	-5
S1P2 agonist	0	-6	-3	-3	-7
PostGolgi ctrl	22	7	11	1	23
Fibroblast inh	·	101	86	99	102
sEH activator	4	-2	-2	-6	-14
HUVEC prolif 384	·	98	99	87	98
sEH inhibitor	-2	5	1	8	14
H69AR growth 86K	·	61	75	73	95
S1P2 blocker	-11	-12	28	-8	21
